# GalR3 antagonist: antagonists of human GalR3; O60755; HEK293 GalR3-CNG cAMP membrane potential fluorescence; galR3 body fused to GalR1 C-terminus; inhibition, % at 3 µM; hit rate 0.44% among 360,000;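 active means inhibition above the screen-wide average plus 3 SD, cut at about 13% in these data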;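 further: forskolin and galanin both at EC90 stimulate the cells; cAMP rise reported by CNG channel membrane potential dye signal; 0% = forskolin plus galanin with DMSO and 100% = forskolin alone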
# Target sequence (O60755 1-299 limits assumed): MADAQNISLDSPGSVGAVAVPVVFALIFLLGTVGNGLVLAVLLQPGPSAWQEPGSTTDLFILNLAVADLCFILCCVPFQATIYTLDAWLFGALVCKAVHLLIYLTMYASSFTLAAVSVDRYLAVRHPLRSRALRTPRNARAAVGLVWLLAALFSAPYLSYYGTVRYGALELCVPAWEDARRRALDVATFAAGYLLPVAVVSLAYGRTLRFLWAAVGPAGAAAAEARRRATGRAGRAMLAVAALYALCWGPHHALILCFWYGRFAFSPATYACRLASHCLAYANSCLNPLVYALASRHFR
# OXTR ag: agonists of human oxytocin receptor. P30559. CHO-OTR cells, Fluo-8 calcium fluorescence; normalized: DMSO 0%, oxytocin 100%. activation, % at 3 µM. hit rate 0.32% among 320,000. AID 2435;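 active means activation above the mean of all tested compounds plus 3 SD, cutoff set per screening run, cut at about 20% in these data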;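 further: peak over basal fluorescence ratio from a 100 s FLIPR kinetic read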
# Target sequence (P30559 whole entry, looked up): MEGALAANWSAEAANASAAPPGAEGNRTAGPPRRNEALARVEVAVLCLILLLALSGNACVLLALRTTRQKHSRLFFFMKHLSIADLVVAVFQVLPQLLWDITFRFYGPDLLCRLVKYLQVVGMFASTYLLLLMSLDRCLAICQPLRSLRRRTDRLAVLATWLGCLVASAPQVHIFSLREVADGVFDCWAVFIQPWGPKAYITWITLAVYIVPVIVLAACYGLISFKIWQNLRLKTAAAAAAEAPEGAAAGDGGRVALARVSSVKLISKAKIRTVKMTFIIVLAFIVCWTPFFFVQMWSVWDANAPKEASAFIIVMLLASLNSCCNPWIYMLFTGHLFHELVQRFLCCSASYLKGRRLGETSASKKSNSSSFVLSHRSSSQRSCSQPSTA
# OXTR potentiator: potentiates the human oxytocin receptor response. P30559. CHO-OTR cells, Fluo-8 calcium fluorescence, potentiator mode; 0% = oxytocin EC15, 100% = EC100. hit rate 0.061% among 320,000. activation, % at 3 µM;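 active means activation above that plate's cutoff, the mean activation of tested compounds plus 3 SD, cut at about 6.6% in these data, passing the limit was not always enough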;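 further: 100% uses oxytocin at 75 nM as the full agonist control; some results filed as inactive read as strong as hits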
#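 Assay system: CHO cell line stably expressing human OTR | Also added: Oxytocin at about EC15, sub-maximal agonist stimulus | Times: Compound 6 min at room temperature before oxytocin, 100 s read | Measured by: Fluo-8 intracellular calcium fluorescence, ex 470-495, em 515-575 nm | Controls: EC15 oxytocin alone as 0%, 75 nM oxytocin as 100%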
# V1R ag counter: counter-screen for oxytocin receptor agonists: human V1a receptor agonists | P37288 | CHO-V1R cells, Fluo-8 calcium fluorescence, agonist mode; 0% DMSO, 100% 3 nM vasopressin | activation, % at 3 µM | hit rate 0.25% among 320,000;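 active means activation above the mean activation of all tested compounds plus 3 SD, per screening run, cut at about 20% in these data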;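 further: signal is peak over basal fluorescence ratio across a 100 second FLIPR read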
# GPR7 antagonist: blocks human GPR7 receptor signaling | P48145 | GPR7-expressing cells, fluorescence antagonist assay | inhibition, % at 4.4 µM | hit rate 1.1% among 290,000; in the data active means inhibition above about 16%, passing the limit was not always enough;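 further: cells stimulated with the agonist NPW; 0% = agonist with vehicle and 100% = vehicle without agonist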
# Target sequence (P48145 whole entry, looked up): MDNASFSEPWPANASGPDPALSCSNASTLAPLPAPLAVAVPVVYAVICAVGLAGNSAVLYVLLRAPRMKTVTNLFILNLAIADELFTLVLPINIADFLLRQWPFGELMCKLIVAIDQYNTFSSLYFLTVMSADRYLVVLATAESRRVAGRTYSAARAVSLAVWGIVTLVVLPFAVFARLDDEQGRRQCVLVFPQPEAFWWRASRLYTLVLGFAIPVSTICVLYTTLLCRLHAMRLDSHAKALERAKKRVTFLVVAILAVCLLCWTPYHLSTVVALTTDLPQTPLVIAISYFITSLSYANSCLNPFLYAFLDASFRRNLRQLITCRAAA
# PfM18AAP inh: PfM18AAP enzyme inhibition | recombinant PfM18AAP, H-Glu-NHMec fluorogenic cleavage | inhibition, % at 7.35 µM | hit rate 1.2% among 290,000;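 active means inhibition above the campaign mean inhibition over all tested compounds plus 3 SD, cut at about 28% in these data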;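 further: 0% = plate median of test compound wells and 100% = 2 mM ZnCl2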
# NALP1 yeast inh: NALP1 inhibition; S. cerevisiae NALP1/ASC/caspase-1 growth, X-gal OD620, 72 h; inhibition, % at 10 µM; hit rate 0.61% among 280,000; AID 2071; in the data active means inhibition mostly above about 24%, no sharp cut-off; inactive means mostly below about 32%; further: some compounds called inactive have numbers as strong as hits
# MEKK2wt PB1 HTS: raises or lowers MEK5 binding to wildtype human MEKK2 PB1 domain | bead flow cytometry, Alexa488-MEK5 binding to MEKK2 WT; actives lie on both sides | binding response (% of control), % at 10 µM | hit rate 1.1% among 290,000; in the data active means binding response below about 67% or above about 130%
# MEKK2 mut-MEK5: signal of MEK5 binding to mutant human MEKK2 PB1 domain; hit rate 0.35% among 290,000; percent response, % at 10 µM; bead flow cytometry, Alexa488-MEK5 binding to MEKK2 mutant; AID 1530; in the data active means percent response above about 24%, passing the limit was not always enough; further: inactives centre near 1; some results filed as inactive read as strong as hits
# Numbers without * were called inactive; nt = no result given. No enrichment for hits. Share with any hit: about 4.1%.
SMILES,GalR3 antagonist,OXTR ag,OXTR potentiator,V1R ag counter,GPR7 antagonist,PfM18AAP inh,NALP1 yeast inh,MEKK2wt PB1 HTS,MEKK2 mut-MEK5
COc1ccc(Nc2cc(C)nc(-n3nc(C)cc3C)n2)cc1,-6,0.2,-2,0.8,21*,5,21,101,-2
COc1cccc(NC(=O)[C@H](NC(=O)[C@@H]2Cc3ccccc3CN2)c2ccccc2)c1,4,3.1,-5,2.8,-5,2,7,107,2
CCc1nnc(NC(=O)c2cc(-c3cccnc3)nc3ccccc23)s1,-8,-1.1,1,-0.6,-9,0,-2,103,0
Cc1ccccc1N1CCN(CCC(=O)Nc2ccc(F)cc2)CC1,-12,2.1,-9,1.9,-8,-7,20,112,4
Cc1ccccc1N1CCN(C(=O)c2ccccc2NC(=O)c2ccccc2C(=O)O)CC1,-2,-0.3,-10,1.0,-5,3,0,102,2
Cc1nn(CC(=O)Nc2ccccn2)c(=O)c2ccccc12,-4,1.1,2,1.3,5,-1,-40,107,4
CC(=O)c1ccc(NC(=S)N2CCCC(CO)C2)cc1 (configuration not stated),1,1.9,2,1.2,-2,13,13,109,20
O=C(NCc1cccnc1)c1cccn1-c1ncc(C(F)(F)F)cc1Cl,-4,-0.6,-2,-0.1,-16,6,26,97,-2
CCOC(=O)c1c(C)[nH]c(C)c1C(=O)COC(=O)Cc1n[nH]c(=O)c2ccccc12,-3,0.1,3,0.3,nt,nt,nt,nt,nt
COc1cc(/C=N/Nc2ncnc3sc4c(c23)CCC4)ccc1O,5,nt,nt,nt,-9,19,nt,97,-1
O=[N+]([O-])c1ccc(OCCO)c(P(=O)(c2ccccc2)c2ccccc2)c1,-3,-1.4,-4,1.1,-7,2,-18,96,3
Cc1ccc(NS(=O)(=O)c2ccc(-c3ccc(=O)[nH]n3)o2)cc1Cl,2,0.4,-10,2.0,-11,-3,1,97,-3
Cn1nc(C(C)(C)C)cc1C(=O)Sc1cccc(Br)c1,5,0.0,-5,0.2,-7,-6,nt,103,-1
CN1CCN(Cc2cc(COCc3ccccc3)c3cccnc3c2O)CC1,-2,0.5,-6,1.8,-15,10,9,116,-1
CCOC(=O)C1CCCN(c2ncnc3c2[nH]c2cccc(OC)c23)C1 (configuration not stated),nt,nt,nt,nt,-8,1,-1,109,11
COc1cc(C#Cc2ccc3cc(CCCO)oc(=O)c3c2)cc(OC)c1,0,7.1,-9,7.4,nt,nt,nt,nt,nt
S=C(NCC1CCCO1)N1CCc2ccccc2C1 (configuration not stated),0,-0.7,-9,1.9,12,-5,0,110,3
Cc1c(NS(=O)(=O)c2cc(C(=O)O)ccc2Cl)c(=O)n(-c2ccccc2)n1C,1,1.3,-3,0.6,-6,2,12,98,-3
Brc1cccc(CN2CCCCCCC2)c1,-6,-0.6,2,-0.8,-9,-3,11,101,1
CC(C)(C)c1ccc(C(=O)c2c[nH]c(C(=O)NCCCN3CCOCC3)c2)cc1,-6,-0.4,-1,-0.3,-11,1,32,123,16
O=C(NC1CCCCC1)C1CCCN1C(=O)NCc1ccccc1 (configuration not stated),-1,1.6,-9,-0.3,-13,0,16,103,3
Cc1ccc(NC(=O)c2c(-c3c(F)cccc3Cl)noc2C)cc1F,-1,-2.2,-10,-0.7,-15,3,5,104,-2
O=C(CSc1n[nH]c(-c2ccccc2)n1)NC1CCCCC1,-4,-0.4,-2,0.0,-5,5,2,110,8
O=C(c1ccc(Cl)c(Cl)c1)N1CCN(c2ccccn2)CC1,-10,nt,nt,nt,6,-16,10,106,3
Cc1cc(N2CCN(c3cccc(C(F)(F)F)c3)CC2)n2ncnc2n1,0,3.6,-12,5.3,-10,-6,3,97,7
COc1ccc(S(=O)(=O)N2CCCC(C(=O)NC3CC3)C2)cc1Cl (configuration not stated),2,-1.1,-8,-0.8,-4,-7,11,103,3
C=CCc1cccc2cc(C(=O)N3CCN(C(=O)c4ccccc4)CC3)c(=O)oc12,-6,0.2,1,1.8,-11,-2,-5,95,0
CCOC(=O)c1cnc(SC)nc1Sc1ccccc1,4,0.8,-10,0.0,-9,-2,-11,101,-1
COc1ccc(OCCC(=O)OCC(=O)NC2CCCCC2)cc1,1,-0.7,2,-0.2,nt,nt,nt,nt,nt
Cc1ccc(-c2noc(CCC(=O)N3CCCC3)n2)cc1,3,-0.7,-10,-0.2,-10,3,-5,115,8
C=C(C)COc1ccc(-c2[nH]ncc2Oc2ccccc2OC)c(O)c1,0,-1.2,-9,0.4,-9,3,9,118,9
CC(C)NS(=O)(=O)c1ccc(OCC(=O)NCc2ccccc2)cc1,5,-0.5,-9,-0.2,5,-13,-13,100,-1
CCOC(=O)N/N=C(/C)c1cccc(-n2cnnn2)c1,4,-0.4,4,0.3,-20,-6,-7,106,4
O=C(c1ccccc1)N1CCN(Cc2cccc(Oc3ccccc3)c2)CC1,-3,-2.0,-11,1.2,-3,5,18,108,1
Cc1nn(Cc2ccccc2)c2c1C(c1cccc(Cl)c1)C(C#N)=C(N)O2 (configuration not stated),-3,-0.8,-13,-0.5,1,5,0,102,0
CC(=O)Nc1ccc(C(=O)N(C)C(C(=O)Nc2ccccc2)c2ccccn2)cc1 (configuration not stated),-1,0.0,1,0.1,6,-3,27,101,-2
CCc1nnc(NC(=O)CSc2nnc3c4ccccc4n(C)c3n2)s1,0,-0.6,2,0.0,-9,3,34,109,3
Cc1ccc(S(=O)(=O)/N=S(\C)CC2CC2(Cl)Cl)cc1 (configuration not stated),-6,0.1,-1,0.1,-5,-11,12,104,1
CCOc1cc(CNCC(C)C)c(Cl)cc1OCC(=O)Nc1ccccc1,-11,-0.5,-10,-0.4,0,5,-1,102,-1
Cc1ccc(NC(=O)CS(=O)CC(=O)Nc2ccccc2-c2ccc(C)o2)cc1 (configuration not stated),-9,-0.2,-4,0.4,-2,4,12,100,-1
COc1ccc2[nH]c(=O)c(CN(Cc3cccnc3)S(=O)(=O)c3ccccc3F)cc2c1,3,5.7,-13,3.6,-14,8,-8,98,1
CC(=O)NC1(C(=O)O)CCCC1,-6,0.8,0,0.7,-17,3,13,103,-5
O=C(Cc1cccs1)NCCc1ccc(Cl)cc1,2,-0.6,2,0.7,-12,1,-9,106,6
Cc1ccc(NC(=O)N2CCCC2C(=O)Nc2nnc(C(C)C)s2)cc1 (configuration not stated),-8,0.4,-3,-0.8,-7,-1,22,108,5
FC(F)(F)c1ccc(CN2CCCCCC2)cc1,-7,4.1,-6,0.3,6,0,7,96,-2
O=C(NCCCn1ccnc1)c1ccc(Cl)c(Cl)c1,-11,0.5,-1,0.7,-14,1,-14,109,6
CCOC(=O)c1ccc(-c2c(-c3ccc4c(c3)OCO4)noc2C)cc1F,-5,-0.4,-6,0.5,-4,4,13,104,0
COc1ccc(C(=O)NCCS(=O)(=O)NCc2ccc(F)cc2)cc1,1,-1.4,6,0.1,nt,nt,nt,nt,nt
CN(C)c1cccc(C(=O)N2CCCC(CCC(=O)N3CCN(c4ccccn4)CC3)C2)c1 (configuration not stated),-5,-0.8,1,0.3,-8,-6,1,109,10
CCN(CC)c1ncc(C)c(=O)[nH]1,0,0.8,-6,-0.2,-10,-15,-10,106,-4

# Reformatted: ten of the compounds above.
# Values run as follows: GalR3 antagonist | OXTR ag | OXTR potentiator | V1R ag counter | GPR7 antagonist | PfM18AAP inh | NALP1 yeast inh | MEKK2wt PB1 HTS | MEKK2 mut-MEK5
Cc1ccc(NC(=O)CS(=O)CC(=O)Nc2ccccc2-c2ccc(C)o2)cc1 (configuration not stated)
  -9 | -0.2 | -4 | 0.4 | -2 | 4 | 12 | 100 | -1
COc1ccc2[nH]c(=O)c(CN(Cc3cccnc3)S(=O)(=O)c3ccccc3F)cc2c1
  3 | 5.7 | -13 | 3.6 | -14 | 8 | -8 | 98 | 1
CC(=O)NC1(C(=O)O)CCCC1
  -6 | 0.8 | 0 | 0.7 | -17 | 3 | 13 | 103 | -5
O=C(Cc1cccs1)NCCc1ccc(Cl)cc1
  2 | -0.6 | 2 | 0.7 | -12 | 1 | -9 | 106 | 6
Cc1ccc(NC(=O)N2CCCC2C(=O)Nc2nnc(C(C)C)s2)cc1 (configuration not stated)
  -8 | 0.4 | -3 | -0.8 | -7 | -1 | 22 | 108 | 5
FC(F)(F)c1ccc(CN2CCCCCC2)cc1
  -7 | 4.1 | -6 | 0.3 | 6 | 0 | 7 | 96 | -2
O=C(NCCCn1ccnc1)c1ccc(Cl)c(Cl)c1
  -11 | 0.5 | -1 | 0.7 | -14 | 1 | -14 | 109 | 6
CCOC(=O)c1ccc(-c2c(-c3ccc4c(c3)OCO4)noc2C)cc1F
  -5 | -0.4 | -6 | 0.5 | -4 | 4 | 13 | 104 | 0
COc1ccc(C(=O)NCCS(=O)(=O)NCc2ccc(F)cc2)cc1
  1 | -1.4 | 6 | 0.1 | nt | nt | nt | nt | nt
CN(C)c1cccc(C(=O)N2CCCC(CCC(=O)N3CCN(c4ccccn4)CC3)C2)c1 (configuration not stated)
  -5 | -0.8 | 1 | 0.3 | -8 | -6 | 1 | 109 | 10

# (continued)
SMILES,GalR3 antagonist,OXTR ag,OXTR potentiator,V1R ag counter,GPR7 antagonist,PfM18AAP inh,NALP1 yeast inh,MEKK2wt PB1 HTS,MEKK2 mut-MEK5
Oc1ccc(N2CCN(c3nc(-c4cccs4)nc4ccccc34)CC2)cc1,-6,-0.1,-1,-0.7,-6,27,nt,86,-2
CN(C)CCCN1C(=O)CSC1c1ccc([N+](=O)[O-])cc1 (configuration not stated),-10,1.6,1,1.1,-4,-18,8,94,-6
O=C(Nc1nc(-c2ccc(Cl)cc2)cs1)C1=COCCO1,-1,-1.6,-7,-0.7,nt,nt,nt,nt,nt
CCn1nc(C)c(NC(=O)/C=C/c2ccc(OC)c(COc3ccc(Br)cc3)c2)c1C,-6,-1.1,-12,0.9,7,-6,7,107,3
Cn1cccc1-c1cc(C(=O)O)[nH]n1,-2,-0.7,-10,-1.2,nt,nt,14,110,-2
c1ccc(CN2CCN(C(c3ccccc3)c3nnnn3Cc3ccccc3)CC2)cc1 (configuration not stated),-5,-1.7,-4,-0.5,-6,-12,8,102,5
CN1c2ccccc2C(C)(C)C12C=Nc1c(cc(N3CCOCC3)c3ccccc13)O2 (configuration not stated),-6,nt,nt,nt,-4,20,3,nt,nt
CC(C)N1CC(COc2ccc(Br)cc2)OC1=O (configuration not stated),-8,-0.1,-5,2.1,9,3,-2,107,3
C=CCSc1nc2sc(-c3ccccc3)cc2c(=O)n1N,-3,1.6,-24,0.2,-6,0,3,107,9
COc1ccc(N2CCN(C(=O)COC(=O)COc3ccc(C#N)cc3)CC2)cc1,0,-0.1,-10,0.8,nt,nt,nt,nt,nt
C#CCCOC(=O)N1C2=NC(C(=O)OC)=C(C(=O)OC)[C@@H]3Nc4ccccc4[C@]23C[C@H]1C(=O)OC,-1,1.0,0,0.5,nt,nt,nt,101,-2
COc1ccc(N2C(=O)CC2(C#N)c2ccc(OCc3ccccc3)cc2)cc1 (configuration not stated),-3,2.7,-8,3.3,8,2,4,102,-1
